Tb MetRS inh: blocks T. brucei methionyl-tRNA synthetase activity. purified T. brucei MetRS, ATP depletion, Kinase-Glo luminescence. inhibition, % at 11.9 µM. 360,000 tested, 0.4% active. AID 624268;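 active = inhibition above a per-plate cutoff of the control wells' mean inhibition plus 3 SD, cut at about 5.5% in these data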;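 note: 0% = DMSO wells median and 100% = median of wells with control inhibitor compound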
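System: purified T. brucei MetRS enzyme / Detection: Kinase-Glo luciferase luminescence reporting remaining unconsumed ATP / Medium: HEPES buffer with MgCl2, KCl, DTT, spermine, BSA, pyrophosphatase / Replication: singlicate, one well per compound / Evaluation: percent inhibition relative to median high and low control wells / Schedule: 2 h aminoacylation at 25 °C after 15 min preincubation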
LMPTP inh: LMPTP (human) inhibition; P24666; recombinant LMPTP-A, OMFP fluorogenic substrate, fluorescence intensity; inhibition, % at 20 µM; 360,000 tested, 0.22% active;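 active = compounds that cut the enzyme signal by at least half of the control window in the single-dose screen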;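 note: plate controls were DMSO wells with enzyme plus substrate for no effect and substrate without enzyme for full effect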
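Assay system: LMPTP-A phosphatase enzyme | Input: 0.625 nM enzyme | Also added: Fluorogenic phosphatase substrate OMFP at 400 µM final | Compound dosing: One test concentration per compound, 20 µM, with 3% DMSO overall | Schedule: 50 min enzyme reaction at room temperature, protected from light | Signal: Fluorescence intensity | Benchmarks: no-enzyme and uninhibited controls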
STEP inh: inhibitors of human striatal-enriched phosphatase STEP; 360,000 tested, 0.25% active; recombinant STEP, OMFP fluorogenic substrate, fluorescence; AID 588621; P54829; inhibition, % at 20 µM;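 active = inhibition at 20 µM, scaled per plate between control wells, above about 37%, limit read from the data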;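 note: 0% = DMSO with enzyme and substrate and 100% = substrate only without enzyme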
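Also added – OMFP at 25 µM · Test system – STEP tyrosine phosphatase · Technique – FITC-channel fluorescence of OMFP product · Schedule – 20 min at room temperature, dark · Evaluation – control-normalized % inhibition with plate pattern correction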
SKN-1 inh: C. elegans SKN-1 inhibition; C. elegans VP596 Pgst-4::GFP/RFP ratio, acrylamide-induced, 24 h; inhibition, % at 21.8 µM; 360,000 tested, 0.49% active; AID 624304;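 active = interference check ratio from 0.5 to 1.5 plus GFP to RFP signal ratio inhibition reaching or exceeding a fixed threshold, cut at about 30% in these data, passing the limit was not always enough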; note: some compounds called inactive have numbers as strong as hits
Neddylation inh: inhibitors of human cullin neddylation; calls only at 25 µM; TR-FRET cullin neddylation, biochemical; P61081+Q13564; 360,000 tested, 0.58% active; in the data active = inhibition above about 36%
DNMT1 block: blocks human DNA methyltransferase DNMT1. P26358. DNMT1 molecular beacon, Hinp1I cleavage, fluorescence. inhibition (reported as % activation of signal), % at 10 µM. 360,000 tested, 0.83% active. AID 588458; in the data active = inhibition above about 50%
SUMO1 PPI mod: alters human SUMO1 binding to SIM partners; inhibition, % at 20 µM; 360,000 tested, 0.33% active; SUMO1 binding to a labelled peptide, TR-FRET, 1 h; P63165; in the data active = inhibition above about 37%
Target sequence (P63165 whole entry, looked up): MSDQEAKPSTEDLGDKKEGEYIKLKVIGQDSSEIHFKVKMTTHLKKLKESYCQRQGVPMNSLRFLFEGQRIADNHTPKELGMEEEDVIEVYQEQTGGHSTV
NadD inh: inhibitors of Staphylococcus aureus NadD; purified NadD enzyme, colorimetric absorbance read-out; inhibition, % at 20 µM; 360,000 tested, 0.78% active; AID 602399; in the data active = inhibition above about 26%; note: some compounds past the cut are filed as inactive
Scp-1 inhibitor: Scp-1 (human) phosphatase inhibition. Recombinant Scp1, phosphopeptide, malachite green phosphate absorbance. inhibition, % at 20 µM. 340,000 tested, 0.88% active. AID 493091;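 active = inhibition above about 50% at 20 µM, limit read from the data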;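 note: plate controls were DMSO wells with enzyme for no effect and wells lacking enzyme for full effect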
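Test system – truncated SCP-1 phosphatase (76-261aa) · Reagent – Phosphorylated 17-residue peptide substrate · Incubation – 45 min room-temperature reaction, 5 min colour, 30 min stabiliser · Detection – colorimetric phosphate reagent with accelerator and stabiliser, absorbance at 630 nm · Measure – % inhibition at 20 µM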
CendR NRP1 mod: NRP-1/CendR interaction modulation; inhibition, % at 25 µM; AID 602438; 360,000 tested, 0.85% active; O14786; FAM-RPARPAR peptide binding to NRP-1, fluorescence polarization;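 active = inhibition or corrected inhibition above about 18%, plus a signal ratio from 0.5 to 1.5, limit read from the data, passing the limit was not always enough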; note: strong numbers were not always called active
Target sequence (O14786 whole entry, looked up): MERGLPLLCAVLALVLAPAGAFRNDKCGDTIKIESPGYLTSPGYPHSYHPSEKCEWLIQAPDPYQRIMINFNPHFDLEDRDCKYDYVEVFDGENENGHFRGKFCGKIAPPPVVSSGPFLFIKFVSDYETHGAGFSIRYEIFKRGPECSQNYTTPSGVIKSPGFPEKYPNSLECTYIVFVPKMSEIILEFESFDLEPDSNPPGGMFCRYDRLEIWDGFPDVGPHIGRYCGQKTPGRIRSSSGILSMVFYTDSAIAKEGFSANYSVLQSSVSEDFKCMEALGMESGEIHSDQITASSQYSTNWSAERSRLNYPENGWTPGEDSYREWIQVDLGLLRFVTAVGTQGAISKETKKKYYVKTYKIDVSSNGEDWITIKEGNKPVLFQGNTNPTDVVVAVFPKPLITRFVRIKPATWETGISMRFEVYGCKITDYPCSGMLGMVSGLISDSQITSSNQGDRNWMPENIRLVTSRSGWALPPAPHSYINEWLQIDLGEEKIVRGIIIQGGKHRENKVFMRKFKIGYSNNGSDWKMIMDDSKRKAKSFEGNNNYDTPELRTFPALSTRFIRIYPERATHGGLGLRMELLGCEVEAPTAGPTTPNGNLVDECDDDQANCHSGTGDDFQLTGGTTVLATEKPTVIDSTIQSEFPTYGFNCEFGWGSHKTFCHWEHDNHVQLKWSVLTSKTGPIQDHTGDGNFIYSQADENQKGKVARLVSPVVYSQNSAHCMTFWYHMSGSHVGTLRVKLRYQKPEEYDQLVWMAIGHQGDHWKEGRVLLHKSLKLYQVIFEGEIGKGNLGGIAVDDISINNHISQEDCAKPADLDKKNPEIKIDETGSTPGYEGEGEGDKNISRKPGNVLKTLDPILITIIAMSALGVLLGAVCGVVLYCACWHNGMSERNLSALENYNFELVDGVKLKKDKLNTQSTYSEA
* hit, by the source's call; i = inactive; / = not tested or not shown.

SMILES	Tb MetRS inh	LMPTP inh	STEP inh	SKN-1 inh	Neddylation inh	DNMT1 block	SUMO1 PPI mod	NadD inh	Scp-1 inhibitor	CendR NRP1 mod
O=S(=O)(c1ccc(NC(=S)NCc2ccco2)cc1)N1CCCC1	-0.6	0.3	0	-11	i	-1	-1	2	3	-1
CCc1nnc(NC(=O)CSc2nnc(-c3ccc(S(=O)(=O)N4CCCC4)cc3)n2CC)s1	-0.1	-0.8	-4	5	i	2	1	2	-2	-6
COC(=O)Nc1ccc(S(=O)(=O)NCCO)cc1	-0.7	-2.5	-3	12	i	-1	2	-6	0	7
CCN(CC)CCNC(=O)c1ccc(NC(=O)C2CCN(c3ncnc4sc(C)c(C)c34)CC2)cc1	-0.3	1.4	-1	-5	i	-3	-7	1	112*	3
Cc1ccccc1NC(=O)/C(=C/c1ccccc1)c1ccccc1	-0.3	1.9	0	16	i	-1	-1	-5	-18	16
Cc1ccc(NC(=O)C2CSC3(C)CCC(=O)N23)cc1S(=O)(=O)N1CCOCC1 (stereo unspecified)	-0.4	-3.0	-2	3	i	-1	-1	-2	-3	-1
Cc1cc(C)n(CC2CC(=O)N(c3ccc(Cl)c(Cl)c3)C2=O)n1 (stereo unspecified)	0.4	0.6	-8	23	i	-1	0	1	-9	9
Cc1cc(C)nc(-n2nc(C)cc2NC(=O)CN2CCc3ccccc3C2)n1	-1.1	0.4	-1	10	i	-11	6	4	-10	-8
CCOc1ccc(/C(O)=C2/C(=O)C(=O)N(c3ncccn3)C2c2ccccc2)cc1 (stereo unspecified)	-0.4	0.1	2	-3	i	-2	-16	4	-3	3
CCCN1C(=O)/C(=N\OCC(=O)NCC(F)(F)F)c2ccccc21	0.1	-0.6	1	1	i	-3	-20	7	-5	-7
Cc1ccc(N2CC(C(=O)Nc3nccs3)CC2=O)cc1 (stereo unspecified)	-1.1	-2.1	-2	1	i	6	1	-4	1	6
Cc1ccc(C)n1-c1nn(S(=O)(=O)c2cccc3cccnc23)c2cccc(F)c12	-0.5	2.2	2	7	i	0	-2	4	5	-14

Filtered by structure, those above with fluorine
SMILES	Tb MetRS inh	LMPTP inh	STEP inh	SKN-1 inh	Neddylation inh	DNMT1 block	SUMO1 PPI mod	NadD inh	Scp-1 inhibitor	CendR NRP1 mod
CCCN1C(=O)/C(=N\OCC(=O)NCC(F)(F)F)c2ccccc21	0.1	-0.6	1	1	i	-3	-20	7	-5	-7
Cc1ccc(C)n1-c1nn(S(=O)(=O)c2cccc3cccnc23)c2cccc(F)c12	-0.5	2.2	2	7	i	0	-2	4	5	-14

Going on with the list.
SMILES	Tb MetRS inh	LMPTP inh	STEP inh	SKN-1 inh	Neddylation inh	DNMT1 block	SUMO1 PPI mod	NadD inh	Scp-1 inhibitor	CendR NRP1 mod
Cc1onc(-c2ccccc2)c1C(=O)Nc1cccnc1	0.2	-1.5	-1	6	i	-1	0	-1	5	12
Cc1cc2nc(-c3ccc(SCC(=O)Nc4ccc5c(c4)OCCO5)nc3)[nH]c2cc1C	0.0	0.1	0	15	i	-3	4	30*	-3	-7
COc1ccc(CCNC(=O)C2CCCN(S(=O)(=O)c3ccccc3)C2)cc1 (stereo unspecified)	-0.5	-0.5	0	-14	i	82*	-2	-2	-2	9
CCOC(=O)c1ccc2c(c1)nc(SC/C(O)=C(\C#N)c1nc3ccccc3[nH]1)n2CC	0.0	1.7	0	22	i	-8	8	33*	0	-32
CCc1ccc(-c2nc(CSCC(=O)NCc3ccco3)c(C)o2)cc1	-0.2	-1.1	4	10	i	-4	4	-5	-3	-7
S=C1NCCOCCOCCOCCN1	-0.1	-0.3	-3	-8	i	6	2	-5	-16	-3
Cc1ccc(C(=O)N/N=C\c2ccncc2)s1	-0.3	1.0	0	5	i	0	-15	-6	-7	5
COc1ccc(-c2nc(Cn3c(SCc4ccccc4F)nc4ccncc43)c(C)o2)cc1	-0.7	2.0	-1	-10	i	-6	14	-2	20	-2
CC(=O)N1CCc2c(sc(NC(=O)CN3C(=O)CCC3=O)c2C(N)=O)C1	-0.2	-0.1	-1	-5	i	-5	-4	2	-3	15
CC1N=C(N)C(c2nc3ccccc3n2C)=C1O (stereo unspecified)	-0.3	-0.1	-2	7	i	2	5	0	-6	-2
O=C(COC(=O)COc1ccc(Br)cc1)NC1CCCC1	0.5	-1.6	-2	7	i	3	2	-2	-13	9
O=C(N/N=C/c1sc(N2CCOCC2)nc1-c1ccccc1)c1cccc(S(=O)(=O)N2CCCC2)c1	0.1	2.3	2	3	/	1	-2	-3	12	-118
Cc1ccc(S(=O)(=O)NN=C2C3CC4CC(C3)CC2C4)cc1[N+](=O)[O-]	-2.2	-1.2	-7	-13	i	8	-4	2	0	-2
Cc1cc2nc(CSc3ccc(Cl)cc3)cc(=O)n2[nH]1	1.0	0.6	0	-2	i	0	-2	3	0	7
COCCNc1nc(Nc2ccc(Cl)cc2F)c2sccc2n1	-0.3	35	0	7	i	3	3	-14	/	10
O=C(NC(=S)NNC(=O)c1ccccc1[N+](=O)[O-])c1ccc(Br)cc1	0.8	0.0	1	7	i	0	-2	6	-8	8
Cc1cccc(C)c1NC(=O)COC(=O)c1cc(-c2cccnc2)nc2ccccc12	0.3	-0.6	-1	12	i	-6	-9	7	-2	-27
Cc1cc(OCCOCCNCc2ccccc2)ccc1C(C)C	-0.6	-3.5	-1	-4	i	1	-1	-6	-1	7
C/C(=N\NC(=O)c1cc(-c2ccc(O)cc2)nc2ccccc12)c1cccnc1	-0.6	-1.0	-2	-5	i	0	-8	6	5	-2
COc1ccccc1CNC(=O)CN1C(=O)NC2(CCOc3ccccc32)C1=O (stereo unspecified)	-0.3	-2.6	-4	0	i	5	2	-5	-7	6
Cc1cccc(N2CCN(C(=O)CCNS(=O)(=O)c3ccc4c(c3)oc(=O)n4C)CC2)c1C	-0.5	-0.4	74*	-7	i	-2	-3	-2	7	12
Cc1ccc(CNC(=O)CSc2ncc(C(=O)Nc3ccccc3)c(=O)n2C)cc1	-0.5	-4.1	0	0	i	7	-45	-5	-2	-9
O=C(NCCCl)Nc1ccc(Cl)c([N+](=O)[O-])c1	0.9	0.2	4	13	i	-3	-13	2	-1	12
O=[N+]([O-])c1cc(C(F)(F)F)ccc1NN=C1CCCC1	-0.1	-1.0	2	11	i	5	-14	-5	-6	-11
O=C(/C=C/c1ccc(F)cc1)NC(=S)N1CCN(c2ccccn2)CC1	-0.3	-1.3	1	13	i	-4	2	1	-7	-3
COc1ccc(S(=O)(=O)NCC2CCCN(C(=O)CSC)C2)cc1 (stereo unspecified)	-0.1	0.2	0	24	i	2	-2	4	-8	-4
Cc1ccc(-c2cc(C(F)F)nc(N3CCC(C)CC3)n2)cc1	0.5	-1.1	3	5	i	7	1	6	-10	1
CCCS(=O)(=O)NCc1cn2cccc(C)c2n1	-0.5	-0.5	2	10	i	0	-3	-1	0	14
COCCC(=O)N1CCC(Oc2ccc(C(=O)N(C)C3CCCCC3)cc2)CC1	-0.1	-1.3	-2	-8	i	1	5	-4	-4	8
O=C(O)c1cccc(-c2ccc(/C=N/Nc3ccc([N+](=O)[O-])cc3)o2)c1	4.5	11	-8	8	i	-8	-23	-4	3	16
O=C1NN(c2ccccc2)C(=O)C1=Cc1ccccc1	-0.3	0.0	0	3	i	-3	5	3	/	-10
C=C(C)CSc1nc2nc(C)c(Br)cc2[nH]1	0.2	0.7	-1	13	i	-2	4	3	/	5
COc1ccc(S(=O)(=O)NC(=O)C2(C)CCN2C(=O)c2cccc(F)c2)cc1 (stereo unspecified)	-0.2	-1.1	0	15	i	-24	2	1	/	13
O=C(CSc1nnc(COc2ccc3c(c2)CCCC3)o1)Nc1ccc(F)cc1	-0.1	-1.5	-2	9	i	13	1	4	-1	-1
COC(=O)c1ccc2nc(C)cc(Nc3ccc(N(C)C)cc3)c2c1	-0.3	3.7	2	11	i	15	-10	1	-9	4
COc1ccc(C2SCC(C(=O)O)N2C(C)=O)cc1 (stereo unspecified)	-0.1	-1.1	-4	3	i	1	2	4	-8	13
COc1ccc(N(C(=O)c2cccc(OC)c2OC)C2C=CS(=O)(=O)C2)cc1 (stereo unspecified)	0.0	-0.8	1	-7	i	-1	-1	-2	0	7
Cc1ccccc1Nc1nc(N)nc(COC(=O)c2nn(C)c(=O)c3ccccc23)n1	0.0	-3.0	-2	-6	i	6	4	0	/	-8
CCC(CO)Oc1cc(NCc2cccnc2)c2ncn(C(C)C)c2c1 (stereo unspecified)	-0.1	0.6	-1	3	i	4	-5	5	1	-1
Oc1ccc(Nc2nc(-c3ccccc3F)nc3ccccc23)cc1	-0.9	16	-3	6	i	0	1	-4	-7	-1
COCCNC(=O)c1cccc(OC2CCN(Cc3ccc(C(=O)OC)cc3)CC2)c1	-0.7	-0.6	-2	6	i	-6	2	-1	3	0
CCc1ccccc1NC(=O)CN1CCN(C(=O)CNC(=O)c2ccc(N3CCCC3=O)cc2)CC1	-0.4	-1.9	0	30	i	0	1	2	-5	13
COc1cccc(NC(=O)C(C)Sc2nnc(C3CC3)n2C2CC2)c1 (stereo unspecified)	-0.4	-1.0	0	21	i	-2	-3	-2	-5	-9
CSc1cc(-c2ccccc2)n(Cc2c(Cl)cccc2Cl)c(=O)c1C#N	-0.6	-1.0	6	-13	i	2	0	7	-7	3
CC1CCN(C(=O)CSc2nc(=O)n3ccccc3n2)CC1	-0.1	-1.8	-2	7	i	1	-1	-1	-4	-3
COc1ccc(OC)c(NC(=O)c2cc3c(=O)n4ccccc4nc3n2C)c1	-0.4	-0.6	-2	-6	/	1	-12	-8	-4	-6
O=C(Cc1ccccc1)c1nc2ccccc2s1	-0.8	1.1	10	-3	i	-9	-8	-7	-4	-2
CCc1ccc(C(=O)OCC(=O)NC2CCCC2)cc1	-1.4	-0.8	0	-16	i	0	-2	-7	-6	-5
CC(C(=O)c1ccc(Br)cc1)[n+]1cccc2ccccc21 (stereo unspecified)	-0.2	1.6	-2	37	i	-1	-28	3	2	-27
Cc1cccc(S(=O)(=O)N(C)C[C@H]2OCc3cnnn3CCCC(=O)N([C@@H](C)CO)C[C@H]2C)c1	0.6	-1.8	-1	8	i	1	0	3	/	2
COC(=O)c1c(Oc2nc(OC)cc(OC)n2)cccc1Oc1nc(OC)cc(OC)n1	-0.2	-1.2	-2	0	i	-2	0	1	-8	-10

One compound at a time, from the list above:
COc1ccc(OC)c(NC(=O)c2cc3c(=O)n4ccccc4nc3n2C)c1 is listed with Tb MetRS inh = -0.4; LMPTP inh = -0.6; STEP inh = -2; SKN-1 inh = -6; Neddylation inh = /; DNMT1 block = 1; SUMO1 PPI mod = -12; NadD inh = -8; Scp-1 inhibitor = -4; CendR NRP1 mod = -6
Cc1ccccc1Nc1nc(N)nc(COC(=O)c2nn(C)c(=O)c3ccccc23)n1 is listed with Tb MetRS inh = 0.0; LMPTP inh = -3.0; STEP inh = -2; SKN-1 inh = -6; Neddylation inh = i; DNMT1 block = 6; SUMO1 PPI mod = 4; NadD inh = 0; Scp-1 inhibitor = /; CendR NRP1 mod = -8
